DT40 TDP1 CPT: growth inhibition of DT40 Tdp1-/-;hTDP1 cells with camptothecin (screen for TDP1 inhibitors); chicken DT40 Tdp1-/-;hTDP1 cells + 20 nM CPT, ATP luminescence, 48 h; 420,000 tested, 12% active; Potency, µM (doses to about 46.2 µM), for inactives: at the highest dose activity change, negative = growth inhibition, actives largely listed as inhibitors; also: nearly all actives have a fitted effect of over 55% in size
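Chicken DT40 Tdp1-/- cells stably complemented with human TDP1 were seeded at 400 cells/well in medium containing 20 nM camptothecin, exposed to pin-transferred compounds, and grown at 37 °C for at least 48 hr. Viability was read as ATP luminescence.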
TDP1 cell noCPT: qHTS for Inhibitors of human tyrosyl-DNA phosphodiesterase 1 (TDP1): qHTS in cells in absence of CPT; DT40 Tdp1-/- hTDP1 cells, no CPT, ATP luminescence, 48 h; Potency, µM (titrated, usually from 46.2 µM), for inactives: top-dose activity change, negative = growth inhibition, usual class: inhibitors; 420,000 tested, 15% active; also: nearly all actives have a fitted effect of over 55% in size
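Luminescent ATP content (CellTiter-Glo) served as the growth readout. Knockout chicken DT40 cells expressing human TDP1 were exposed to compounds without camptothecin for a minimum 48 hr at 37 °C.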
TDP1 inh: inhibitors of human tyrosyl-DNA phosphodiesterase TDP1 | Q9NUW8 | 350,000 tested, 0.28% active | Potency, µM (top dose mostly 130 µM), for inactives: top-dose activity change, negative = inhibition, actives largely listed as inhibitors | recombinant TDP1, AlphaScreen DNA substrate cleavage | AID 485290; also: nearly all actives have a fitted effect of over 40% in size
Target sequence (Q9NUW8 whole entry, looked up): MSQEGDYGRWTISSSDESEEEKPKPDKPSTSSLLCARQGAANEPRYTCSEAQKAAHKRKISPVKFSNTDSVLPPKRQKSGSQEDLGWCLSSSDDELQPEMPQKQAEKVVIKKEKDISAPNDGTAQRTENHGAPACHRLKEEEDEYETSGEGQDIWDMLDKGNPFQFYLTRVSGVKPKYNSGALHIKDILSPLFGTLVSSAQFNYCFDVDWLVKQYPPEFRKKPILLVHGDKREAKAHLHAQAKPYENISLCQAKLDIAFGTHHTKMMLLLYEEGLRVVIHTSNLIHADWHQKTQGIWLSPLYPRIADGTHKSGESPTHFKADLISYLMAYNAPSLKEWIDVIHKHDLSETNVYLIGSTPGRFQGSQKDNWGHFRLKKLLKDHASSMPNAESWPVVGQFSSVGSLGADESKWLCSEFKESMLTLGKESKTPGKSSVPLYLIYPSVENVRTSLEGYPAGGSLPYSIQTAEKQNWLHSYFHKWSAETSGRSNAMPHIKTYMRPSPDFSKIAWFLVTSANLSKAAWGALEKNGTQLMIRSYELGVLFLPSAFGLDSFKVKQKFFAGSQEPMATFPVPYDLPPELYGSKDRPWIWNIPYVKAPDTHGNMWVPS
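E. coli-derived human Tdp1, 1 nM final. Cpd preinc 15 min RT; substrate 15 nM final, 5 min RT; AS bead mix 10 ug/ml final, 10 min RT. Signal loss = tyrosine-FITC cleavage. No-enzyme wells = max signal.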
* hit, by the source's call; ? = inconclusive; . = no result given; & = joins results of further samples; [ ] = another dose, or the depositor's remark. Calls follow the shape of the dose curve; as a rule, active = well fitted curve in the direction sought with a large enough effect; inconclusive = small, poorly fitted or top-dose-only effect, or another doubt; inactive = no such curve, though single readings can be large; an effect the other way counts as inactive or inconclusive. % is scaled to controls: 0 for no effect and ±100 for the full control effect; potency is read from the fitted curve at half-maximal effect.

SMILES	DT40 TDP1 CPT	TDP1 cell noCPT	TDP1 inh
Nc1ccn([C@H]2C[C@H](O)[C@@H](CO)O2)c(=O)n1	12%&-2%&10%	17%&3%&-3%	8%
COc1ccc(CNC(=O)COc2cccnc2[N+](=O)[O-])cc1	-4%	21%	.
CO/N=C1\CN(c2nc3c(cc2F)c(=O)c(C(=O)O)cn3C2CC2)CC1CN (stereo not given)	4.6µM*	4.6µM*	6%[56.1 µM]
COc1ccc(-c2nc(CSCC(=O)N3CCN(C)CC3)c(C)o2)cc1OC	-5%	0%	1%
O=S(=O)(Nc1ccc2ccccc2n1)c1ccc2c(c1)CCO2	-28%	?	-4%
O=C(COc1ccc(F)cc1Br)NCc1ccccn1	2%	-24%	6%
Cc1ccccc1N1C(=O)CSC1=C(C#N)C#N	6%	1%	8%
Cn1c(=O)c2c(nc(-n3ccnc3)n2Cc2ccc(Cl)cc2Cl)n(C)c1=O	?	?	8%
COc1cc(CNC(C)(C)CO)cc(Br)c1OCc1ccc(Cl)cc1Cl	?	?	4%
CNC(=O)c1cc(C(=O)c2ccc(C(F)(F)F)cc2)c[nH]1	-1%	-9%	.
COc1ccc(CCNC(=O)C(=O)c2cn(CC(=O)N3CCCC3)c3ccccc23)cc1OC	-9%	21µM*	.
COCCC1CCCCN1C(=O)c1ccc2nc(Cc3ccccc3F)oc2c1 (stereo not given)	?	?	2%

As entered above.
CO/N=C1\CN(c2nc3c(cc2F)c(=O)c(C(=O)O)cn3C2CC2)CC1CN (stereo not given) in TDP1 cell noCPT: 4.6µM*
CNC(=O)c1cc(C(=O)c2ccc(C(F)(F)F)cc2)c[nH]1 in TDP1 cell noCPT: -9%
COc1cc(CNC(C)(C)CO)cc(Br)c1OCc1ccc(Cl)cc1Cl in TDP1 inh: 4%
COc1ccc(CCNC(=O)C(=O)c2cn(CC(=O)N3CCCC3)c3ccccc23)cc1OC in DT40 TDP1 CPT: -9%
COCCC1CCCCN1C(=O)c1ccc2nc(Cc3ccccc3F)oc2c1 (stereo not given) in TDP1 inh: 2%
O=S(=O)(Nc1ccc2ccccc2n1)c1ccc2c(c1)CCO2 in TDP1 inh: -4%
Cn1c(=O)c2c(nc(-n3ccnc3)n2Cc2ccc(Cl)cc2Cl)n(C)c1=O in TDP1 inh: 8%

Later entries:
SMILES	DT40 TDP1 CPT	TDP1 cell noCPT	TDP1 inh
C=CCC[C@@H](Cc1ccc(F)cc1)C(=O)OC[C@@H](Cc1c[nH]c2ccccc12)NC(=O)[C@@H](CC=C)CC(=O)NCCO	?	?	5%
O=C(CCNC(=O)c1ccc(Br)cc1)NNC(=O)COc1ccccc1F	-28%	-19%	2%
NC(=O)c1cc(S(=O)(=O)NCc2ccc(Br)cc2)cs1	?	-24%&-19%	2%&-3%
CC1CN(C(=O)Nc2ccc(C(=O)NCc3cccc(F)c3)cc2)c2ccccc2S1 (stereo not given)	?	18µM*	3%
COC(=O)C(C(=O)OC)c1ccccc1[N+](=O)[O-]	-1%	-1%	6%&1%
Cc1ccc(OS(=O)(=O)c2cn(C)c(=O)n(C)c2=O)cc1C	4%	1%	5%
O=C(c1cnn(C(=O)c2ccccc2)c1)c1ccccc1O	9%	?	3%
CCCn1c(-c2cccnc2Cl)nc2cc(Cl)c(Cl)cc21	15µM*	?	5%
Nc1nc2n(n1)C(c1cccs1)CC(c1ccc(F)cc1)N2 (stereo not given)	-11%	2%	4%
COc1ccc(/C=N/Nc2nc(C)cc(-c3ccccc3)n2)c(OC)c1	13%	21µM*	3%
CC(C)C[C@H](NC(=O)N1CC(=O)Nc2ccccc21)C(=O)N[C@H](Cc1ccccc1)C(=O)O	15%	6%	.
Cc1cc(C)c2cc(CN(CCCN(C)C)C(=S)NCc3ccccc3)c(=O)[nH]c2c1	21µM*	?	4%
CCCn1c(N2CCOCC2)nc2c1c(=O)[nH]c(=O)n2C	-15%	-11%	8%
CC(=O)Nc1ccc(OCC(O)Cn2nc(C)c(C)c2C)cc1 (stereo not given)	19%	-2%	.
COc1ccc(CCNC(=O)Cn2c(=O)nc(-c3ccccc3)c3cc(Cl)ccc32)cc1OC	?	?	1%
O=C(N1CCCCC1)N1CCC(c2nc3ccccc3[nH]2)CC1	-16%	?	7%
O=C(NCCS(=O)(=O)c1ccc(Br)cc1)c1c(F)cccc1F	-23%	15%	0%
CCOc1cc(N2CCOCC2)c(OCC)cc1NC(=O)c1cnccn1	21µM*	23µM*	4%
COc1cccc2cc(C(=O)Oc3ccc(NC(C)=O)cc3)c(=O)oc12	8%	2%	0%
O=C(O)CCCCCCNS(=O)(=O)c1ccccc1	8%	12%	6%
Cc1nc(SCC(=O)Nc2ccc(S(=O)(=O)N3CCOCC3)cc2)c2c(C)c(C)sc2n1	26µM*	?	2%
NC(=O)[C@@H]1CCCNc2c(I)cc([N+](=O)[O-])cc2C(=O)N[C@@H](CCC(=O)O)C(=O)N[C@@H](CO)C(=O)N1	4%	6%	0%
COc1ccc(OC)c(NC(=O)c2sc3nc4c(cc3c2N)CCCCCC4)c1	?	?	.
Cc1ccc(C(=O)NN=C2CCCCCC2)s1	5%	0%	4%[56.1 µM]
O=C(CN1N=C(c2ccc(Cl)cc2)CCC1=O)NCCc1ccc(Cl)cc1	?	?	8%
COc1ccc(OC)c(NS(=O)(=O)c2c(C)nc3sccn3c2=O)c1	-6%	?	.
O=S(=O)(c1ccccc1)c1nc(-c2ccc(Cl)cc2Cl)oc1N1CCCCCC1	23µM*	18µM*	0%
C/C(=N\Nc1nc2ccccc2[nH]1)c1ccc2c(c1)OCO2	15µM*	26µM*	8%
N#CC(c1ccccc1)c1cnccn1 (stereo not given)	-19%	-3%	0%
CC1C(=O)N2CCCc3cc(NC(=O)C4CC4)cc1c32 (stereo not given)	-6%	-1%	.
COc1ccc(-c2coc3c(C)c4oc(=O)c(CCC(=O)O)c(C)c4cc23)cc1	4%	?	.
Cc1ccc(NC(=O)CCC(=O)N/N=C/c2ccc(O)cc2)cc1	0%	12%	.
Cc1cc(C)nc(NC(=O)c2ccc(COc3ccccc3Cl)cc2)c1	18µM*	26µM*	5%
O=C(CCc1nnc2n(Cc3ccccc3)c(=O)c3ccccc3n12)NCCN1CCOCC1	?	?	.
CC1CCCN(CC(O)COC(c2ccccc2)c2ccccc2)C1 (stereo not given)	-5%	-26%	6%
C/C(=N\OCC(=O)NCC(F)(F)F)c1cc2ccccc2o1	?	?	-2%
CCOC(=O)/C(=C\c1c[nH]c2ccccc12)NC(C)=O	?	?	5%
Cc1c(-c2nnc(SCC(=O)Nc3ccc(Br)cc3)o2)nnn1-c1ccc(F)cc1	?	-28%	-1%
Cc1cccc(-c2nnc(-c3cccc4ccccc34)o2)c1	?	?	.
CCOC(=O)C1(Cc2ccc(Cl)cc2)CCN(C(=O)c2cnc(C)cn2)CC1	?	23µM*	.
CCC(C)(C(=O)NC1CCCC1)N(C(=O)CC1NC(=O)NC1=O)c1ccc(C)cc1 (stereo not given)	10%	-27%	-2%
Cc1ccc(-n2nnnc2SCC(=O)c2c(N)n(C3CC3)c(=O)[nH]c2=O)cc1C	-4%	-2%	-7%
Cn1c(SCC(=O)Nc2nncs2)nnc1C1CC1	-4%	24%	8.9µM*
CC(=O)c1cccc(NC(=O)c2cc(C)nn2-c2ccccc2)c1	2%	-28%	.
N#CC1=C(N)Oc2n[nH]c(-c3cccs3)c2C1C1C=CCCC1 (stereo not given)	-16%	-20%	4%
C/C(=N\NC(=O)CNc1cccc(C(F)(F)F)c1)c1cccc(Br)c1	?	1%	2%
Cc1ccc(NC(=O)CN2C(=O)CCn3nc(-c4cccn4C)cc32)cc1	-6%	6%	7%
Cc1ccc(N=C2CCCCCN2C)c(C#N)c1	-12%	-10%	6%

Part of the list above with just TDP1 inh and TDP1 cell noCPT:
SMILES | TDP1 inh | TDP1 cell noCPT
Cc1c(-c2nnc(SCC(=O)Nc3ccc(Br)cc3)o2)nnn1-c1ccc(F)cc1 | -1% | -28%
Cc1cccc(-c2nnc(-c3cccc4ccccc34)o2)c1 | . | ?

The list goes on.
SMILES	DT40 TDP1 CPT	TDP1 cell noCPT	TDP1 inh
CCCCCC(O)CCC(=O)NNC1=CC(=O)CC(C)(C)C1 (stereo not given)	-10%	10%	-1%
Cn1c(C(=O)N2CCc3ccccc3C2)cc2oc3ccccc3c21	-22%	?	10%
CSCCC(NS(=O)(=O)c1ccc(Cl)cc1)C(=O)OCC(=O)c1c(C)[nH]c2ccccc12 (stereo not given)	?	15µM*	-11%
CN(CC(=O)NCCc1ccccn1)S(=O)(=O)c1ccc(Cl)cc1	4%	1%	-3%
COc1cc(C(=O)OCC(=O)N2CCCC2)cc2c1OCCO2	2%	-3%	1%
COc1cc(OC)c(C(=O)OCCCOC(=O)c2cc(OC)c(OC)cc2OC)cc1OC	-12%	?	2%
C[C@@H]1CN([C@H](C)CO)C(=O)c2cc(NS(=O)(=O)c3cn(C)cn3)ccc2O[C@@H]1CN(C)S(C)(=O)=O	-6%	-8%	1%
O=C(NCC(O)COc1ccc([N+](=O)[O-])cc1)c1ccccc1 (stereo not given)	-4%	-9%	.
COc1ccccc1N(CC(=O)Nc1cc(C)cc(C)c1)S(C)(=O)=O	?	?	.
CNc1nc(NCc2ccccc2)c2sccc2n1	18µM*	16µM*	.
CCSc1nnc(NC(=O)C2(C)Cc3ccccc3C(=O)O2)s1 (stereo not given)	-21%	-15%	3%
CC(C)(C)OC(=O)NCCCC[C@H](NC(=O)c1[nH]cnc1C(=O)N[C@@H](Cc1ccccc1)C(=O)OC(C)(C)C)C(=O)OC(C)(C)C	21µM*	9.2µM*	9%
O=C(c1cccnc1)C1CCCN(Cc2ccc3c(c2)CN(C(=O)c2cccc(Cl)c2)CCO3)C1 (stereo not given)	?	?	.
Cc1cccc(-c2nc(CS(=O)CC(=O)N3CC(C)CC(C)C3)c(C)o2)c1 (stereo not given)	-20%	-12%	3%
N#C/C(=C\Nc1ccc2c(c1)OCCO2)C(=O)NCc1ccco1	1%	-24%	7%
Cc1ccc(NC(=O)NCCOCCn2c(=O)oc3ccccc32)cc1C	5.8µM*	4.1µM*	0%
CCN(CC(=O)Nc1ccc(OC)cc1)C(=O)c1cccc(S(=O)(=O)N2CCN(c3ccccc3)CC2)c1	-5%	-16%	.
Cc1ccc([C@H]2C[C@H](O)[C@@H](n3cc(-c4ccc(F)cc4)nn3)CN2C(=O)c2cccs2)cc1	?	18µM*	.
O=C(O)CSC1CC(=O)N(c2ccc(Br)cc2)C1=O (stereo not given)	?	17%	3%
O=C(N/N=C/c1ccccn1)c1ccc(Br)o1	?	?	4%
CCN(CC)CCCNC(=O)c1ccc2c(c1)sc1nc(-c3ccc(C)cc3)cn12	2.3µM*	2.3µM*	4%
Cc1ccc(S(=O)(=O)Cc2cn3cccnc3n2)cc1	-1%	0%	-1%
CCOc1ccc(NC(=O)Cn2c(=O)n(CC(=O)NCc3ccccc3Cl)c(=O)c3sccc32)cc1	4%	-14%	0%
O=C(Oc1ccc2ccc(=O)oc2c1)N1CCOCC1	7%	0%	3%

A different layout for some results above.
molecule: N#C/C(=C\Nc1ccc2c(c1)OCCO2)C(=O)NCc1ccco1
  DT40 TDP1 CPT: 1%
  TDP1 cell noCPT: -24%
  TDP1 inh: 7%
molecule: Cc1ccc(NC(=O)NCCOCCn2c(=O)oc3ccccc32)cc1C
  DT40 TDP1 CPT: 5.8µM*
  TDP1 cell noCPT: 4.1µM*
  TDP1 inh: 0%
molecule: CCN(CC(=O)Nc1ccc(OC)cc1)C(=O)c1cccc(S(=O)(=O)N2CCN(c3ccccc3)CC2)c1
  DT40 TDP1 CPT: -5%
  TDP1 cell noCPT: -16%
  TDP1 inh: .
molecule: Cc1ccc([C@H]2C[C@H](O)[C@@H](n3cc(-c4ccc(F)cc4)nn3)CN2C(=O)c2cccs2)cc1
  DT40 TDP1 CPT: ?
  TDP1 cell noCPT: 18µM*
  TDP1 inh: .

Additional records.
SMILES	DT40 TDP1 CPT	TDP1 cell noCPT	TDP1 inh
O=S(=O)(c1ccc2ccccc2c1)N1CCCCC1	-6%	-16%	-3%
CCOc1ccccc1NC(=O)CN(c1cc(C)cc(C)c1)S(=O)(=O)c1c(C)nn(C)c1C	21µM*	21µM*	8%
Cc1ccc(-c2nsc(NC(=O)c3oc4cc(C)c(Cl)cc4c3C)n2)cc1	-1%	-3%	5%
Cc1csc(NC(=O)c2cc3c(s2)CCCCC3)n1	?	15µM*	-2%
Cc1ccc(Cl)cc1N1CCN(C(=O)CCCn2c(=O)c3cccn3c3cccnc32)CC1	?	29µM*	3%
C[C@H]1CN([C@@H](C)CO)S(=O)(=O)c2ccc(-c3cccc(F)c3)cc2O[C@@H]1CN(C)C	-11%	-15%	.
CC(=O)c1c(C)oc2ccc(NS(=O)(=O)c3ccc(C)cc3)cc12	?	8.2µM*	0%

From PubChem
